# Assay outcomes (PubChem BioAssay)
# CASP6 VEID inh – human caspase-6 inhibitors, primary screen, biochemical, VEID-R110 fluorescence, single point, set 2; purified caspase-6, Z-VEID-R110 cleavage fluorescence; 350,000 tested, 0.53% active; P55212; inhibition, % at 12.5 µM; AID 686996, 2013;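 active = mean inhibition across replicates at least about 35%, with every replicate also reaching that limit, limit read from the data; inconclusive = only one of the two criteria met; inactive = neither criterion met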;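 note: 0% = median of neutral control wells and 100% = no fluorescence left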
# Target sequence (P55212 24-179 limits assumed): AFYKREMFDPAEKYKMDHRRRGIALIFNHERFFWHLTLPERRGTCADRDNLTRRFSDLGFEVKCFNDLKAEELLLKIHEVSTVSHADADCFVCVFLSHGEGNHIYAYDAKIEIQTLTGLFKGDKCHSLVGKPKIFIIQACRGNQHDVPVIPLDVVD
# Target sequence (P55212 194-293 limits assumed): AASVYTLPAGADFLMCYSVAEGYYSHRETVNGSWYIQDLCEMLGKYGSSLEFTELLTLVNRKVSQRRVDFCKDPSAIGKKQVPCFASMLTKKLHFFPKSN
# S100A4 MyoIIA – inhibitors of S100A4-myosin IIA peptide binding, primary screen, biochemical, fluorescence polarization, TAMRA-MyoIIA peptide | inhibition, % at 10.7 µM | 360,000 tested, 0.14% active | Protein S100-A4 (Homo sapiens), P26447;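 active = mean inhibition of at least 70% across replicates, with every replicate also reaching that level; inconclusive = mean inhibition reaches 70% but some replicates fall short; inactive = mean inhibition below 70%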
# Target sequence (P26447 whole entry, looked up): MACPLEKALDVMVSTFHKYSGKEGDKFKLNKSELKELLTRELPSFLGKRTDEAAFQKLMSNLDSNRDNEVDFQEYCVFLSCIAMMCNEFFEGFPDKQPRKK
#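 incubation = readout 5 min after mixing, signal stable up to 60 min | system = S100A4 monomer protein | buffer or medium = HEPES pH 7.2 with CaCl2, KCl, NaCl, DTT, Triton | benchmarks = neutral control DMSO, positive control TFP | also added = fluorescent myosin IIA peptide, 5 nM | compound dosing = one concentration per compound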
# C2C12 statin – suppressors of statin myotoxicity in C2C12 myotubes, primary screen, cell-based, single point, plate reader; rescue of ATP level, % at 7.49 µM; 330,000 tested, 0.78% active; C2C12 myotubes + simvastatin, ATP luminescence, 48 h; scaled: DMSO 0, geranylgeraniol control 100;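 active = mean ATP rescue above about 67%, or every replicate alone reaching that limit, limit read from the data, passing the limit was not always enough; inconclusive = no clear call, values can overlap the other calls; inactive = mean under the limit and some replicate under it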;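 note: myotubes were challenged with 10 µM simvastatin during compound exposure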
# esBAF inh – Bmi1 luciferase reporter increase in mESCs, primary screen, esBAF inhibitor project, mouse ES cells, Bmi1 luciferase knock-in, single point. AID 602393, 2012. 24 h; 100% = twice the neutral-well signal. 350,000 tested, 2% active. reporter increase, % at 12.5 µM; in the data active = activation above about 40%; inconclusive = no clear call, values can overlap the other calls;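 note: 0% = median of the plate's neutral control wells and 100% = double that signal; a rise in the Bmi1 reporter signal indicates esBAF inhibition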
# LGR2 antag – inhibitors of bursicon-induced LGR2 CRE-luciferase signal, primary screen, cell-based, HEK293, CRE-luciferase reporter, bursicon stimulation | inhibition, % at 9.99 µM | bursicon-stimulated, 4 h | 380,000 tested, 0.35% active | Drosophila bursicon receptor LGR2 (rickets);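 active = drop in luminescence signal, shown as inhibition above about 50% in the replicate tests, limit read from the data, passing the limit was not always enough; inconclusive = probably only some replicates passing the limit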;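 note: agonist challenge used bursicon conditioned medium at about half maximal strength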
# SIRT5 inh – SIRT5 desuccinylase inhibitors, primary screen, biochemical, fluorescence imaging, single point, set 5 | Purified SirT5, succinyl-peptide AMC, trypsin-coupled fluorescence | inhibition, % at 15 µM | 330,000 tested, 1.1% active | AID 652115, 2013; in the data active = inhibition above about 15%; inconclusive = no clear call, values can overlap the other calls
# Target sequence (Q9NXA8 whole entry, looked up): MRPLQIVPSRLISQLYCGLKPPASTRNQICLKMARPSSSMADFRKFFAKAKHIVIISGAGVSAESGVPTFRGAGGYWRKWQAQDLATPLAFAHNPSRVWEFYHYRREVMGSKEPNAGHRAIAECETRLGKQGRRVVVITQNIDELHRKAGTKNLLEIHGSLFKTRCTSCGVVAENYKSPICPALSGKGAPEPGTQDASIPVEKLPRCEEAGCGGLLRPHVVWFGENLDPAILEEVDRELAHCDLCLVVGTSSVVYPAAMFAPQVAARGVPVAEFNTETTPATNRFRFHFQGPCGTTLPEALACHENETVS
# FN deposition inh – inhibitors of fibronectin matrix deposition, primary screen, AH1F cells, Alexa488-fibronectin fluorescence, plate reader; 350,000 tested, 0.086% active; inhibition, % at 12.6 µM; AH1F fibroblasts, overnight;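 active = mean inhibition across replicates of 30% or more, regardless of how many single replicates reach that level; inconclusive = mean under 30% yet at least half of replicates reach 30%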;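 note: positive control wells lacked labelled fibronectin entirely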
#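 Measured by – fluorescence 485/525 nm · System – AH1F fibroblast monolayer, labelled fibronectin deposition · Amount – 10000 cells per well · Buffer or medium – serum-reduced DMEM (2% serum) · Doses – single dose, pinned · Also added – fluorescent fibronectin at 24 nM final · Schedule – 1 h cell attachment, overnight exposure to compound and label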
# Active calls of the source: *; ? = inconclusive; . = not tested or not shown. Some of the compounds tested, so the mix of outcomes need not match the whole.
Structure,CASP6 VEID inh,S100A4 MyoIIA,C2C12 statin,esBAF inh,LGR2 antag,SIRT5 inh,FN deposition inh
CCN(CC)S(=O)(=O)c1ccc(Cl)c(NC(=O)COc2ccc(OC)cc2)c1,5,-23,.,.,-18,-3,2
COc1cc(C(c2sc3nc(C)nn3c2O)N2CCN(c3ccccc3)CC2)cc(OC)c1OC (configuration not stated),-2,2,15,2,-13,-2,1
C[C@H](CO)N1C[C@H](C)[C@@H](CN(C)S(=O)(=O)c2ccc(Cl)cc2)Oc2c(NC(=O)c3ccncc3)cccc2C1=O,-2,-11,-6,-5,.,-1,.
O=C(CN1CCN(Cc2ccc3c(c2)OCO3)CC1)Nc1ccc(N2CCOCC2)cc1,-2,1,.,.,-9,0,15
O=C(C[C@@H]1C[C@@H]2c3cc(NC(=O)NC4CCCC4)ccc3O[C@@H]2[C@@H](CO)O1)NCc1cc(F)ccc1F,.,.,-17,-5,-8,.,-32
CC(=O)c1ccc(S(=O)(=O)NCCCC(=O)NCCc2ccccn2)cc1,.,.,-6,-3,.,.,1
O=C(Cc1cccc2c(=O)cc(-c3ccccc3)oc12)OCCN1CCOCC1,0,4,.,.,0,-1,1
O=[N+]([O-])c1ccc(Oc2ccc(-c3nnco3)cc2)c(Cl)c1,0,0,-29,-11,-1,-1,-2
CCc1nnc(N/N=C/c2cc(C)c(C)cc2C)n1N,9,4,18,3,-3,-4,9
COc1cc(OC)cc(C(=O)N2CCC(C(=O)NCCc3ccccc3)CC2)c1,-2,-2,7,14,2,11,4

# Four entries from above, sorted by their value in CASP6 VEID inh, smallest number first:
compound	CASP6 VEID inh	S100A4 MyoIIA	esBAF inh	LGR2 antag	SIRT5 inh
C[C@H](CO)N1C[C@H](C)[C@@H](CN(C)S(=O)(=O)c2ccc(Cl)cc2)Oc2c(NC(=O)c3ccncc3)cccc2C1=O	-2	-11	-5	.	-1
O=[N+]([O-])c1ccc(Oc2ccc(-c3nnco3)cc2)c(Cl)c1	0	0	-11	-1	-1
CCN(CC)S(=O)(=O)c1ccc(Cl)c(NC(=O)COc2ccc(OC)cc2)c1	5	-23	.	-18	-3
CCc1nnc(N/N=C/c2cc(C)c(C)cc2C)n1N	9	4	3	-3	-4

# Following part
Structure,CASP6 VEID inh,S100A4 MyoIIA,C2C12 statin,esBAF inh,LGR2 antag,SIRT5 inh,FN deposition inh
Cc1cc(Br)c(NC(=O)COn2nnc3ccc(S(C)(=O)=O)cc32)c(Br)c1,-1,-3,.,.,13,4,2
CO/N=C/C(=N\Nc1cc(OC)cc(OC)c1)C(=O)c1ccccc1,-3,-2,.,.,6,-4,12
O=C(Nc1ccc2c(c1)[C@H]1C[C@@H](CC(=O)N3CCc4ccccc4C3)O[C@H](CO)[C@H]1O2)C1CCOCC1,-6,6,-6,2,8,-4,.
CC(C)(C)N(NC(=O)OCc1ccccc1)C(=O)c1ccccc1Cl,2,2,.,.,4,-27,-3
CS(=O)(=O)c1ccccc1C(=O)N(CCc1ccccc1)Cc1ccccc1,2,-7,-4,6,5,-1,-3
Cc1nc(-n2nnc(CO)c2CO)nc2c1CCC2,6,19,-4,0,2,-2,-14
CCCC#Cc1cnc2c(c1)C(=O)N([C@H](C)CO)C[C@@H](C)[C@H](CN(C)C(=O)c1ccccc1)O2,0,1,-3,6,2,1,-4
CCOCc1nnc(NC(=O)c2cccc(OC)c2)s1,0,-1,.,.,-13,-1,-1
COc1ccc(-n2nc3c(c2NC(=O)c2ccc(N4C(=O)CCC4=O)cc2)CSC3)cc1,1,1,.,.,23,3,-8
Cc1nnc(SCC(=O)Nc2ccccc2)c2ccccc12,0,-16,-9,69*,-21,3,-7

# Taken from above, three compounds:
Structure,CASP6 VEID inh,S100A4 MyoIIA,C2C12 statin,esBAF inh,LGR2 antag,SIRT5 inh,FN deposition inh
O=C(Nc1ccc2c(c1)[C@H]1C[C@@H](CC(=O)N3CCc4ccccc4C3)O[C@H](CO)[C@H]1O2)C1CCOCC1,-6,6,-6,2,8,-4,.
CC(C)(C)N(NC(=O)OCc1ccccc1)C(=O)c1ccccc1Cl,2,2,.,.,4,-27,-3
CS(=O)(=O)c1ccccc1C(=O)N(CCc1ccccc1)Cc1ccccc1,2,-7,-4,6,5,-1,-3

# 3 entries already listed, sorted by length of the SMILES, smallest number first:
Structure,CASP6 VEID inh,S100A4 MyoIIA,C2C12 statin,esBAF inh,LGR2 antag,SIRT5 inh,FN deposition inh
Cc1nc(-n2nnc(CO)c2CO)nc2c1CCC2,6,19,-4,0,2,-2,-14
Cc1nnc(SCC(=O)Nc2ccccc2)c2ccccc12,0,-16,-9,69*,-21,3,-7
CO/N=C/C(=N\Nc1cc(OC)cc(OC)c1)C(=O)c1ccccc1,-3,-2,.,.,6,-4,12

# More compounds:
# Fields – CASP6 VEID inh	S100A4 MyoIIA	C2C12 statin	esBAF inh	LGR2 antag	SIRT5 inh	FN deposition inh
CN(CC(=O)Nc1ccccc1C(=O)NC1CC1)Cc1ccco1
 : -5	-1	8	-9	10	-3	1
Cc1ccc(C)c(S(=O)(=O)NC(C)C(=O)NCc2ccccn2)c1 (configuration not stated)
 : 1	-2	-6	3	9	-4	.
C[C@@H]1CN([C@@H](C)CO)C(=O)Cc2cc(NS(C)(=O)=O)ccc2O[C@H]1CN(C)CC1CCCCC1
 : -14	19	15	0	-24	-2	-3
CCOc1ccccc1OCC(=O)NC1CCCCC1
 : .	.	-7	2	.	.	-5
C[C@H]1CN([C@@H](C)CO)C(=O)c2cc(C3=CCCCC3)cnc2O[C@@H]1CN(C)C(=O)Cc1ccncc1
 : .	.	-3	-1	-24	.	.
COc1ccccc1N1CC(C)C(=O)NC1=S (configuration not stated)
 : 7	5	-4	-6	11	-2	7
COc1ccccc1N(O)C1CC(=O)N(c2ccc(Br)cc2)C1=O (configuration not stated)
 : .	.	-14	32	.	.	-9
N#CCCCSc1nnc(-c2ccc(Cl)cc2)n1-c1ccccc1
 : .	-10	11	-1	4	4	.
O=C(NNc1cc(Cl)cc(Cl)c1)c1cccs1
 : -1	-2	.	.	9	1	-12
COc1ccc(CN(C)C[C@H]2Oc3ccc(NS(=O)(=O)c4c(C)noc4C)cc3CC(=O)N([C@@H](C)CO)C[C@H]2C)cc1
 : -1	5	16	0	-16	-1	-1
CCOC(=O)C1CN(S(=O)(=O)c2ccc(OC)cc2)c2cc(Cl)ccc2O1 (configuration not stated)
 : .	-1	-22	2	15	-3	-2
C=CCn1c2ccccc2n2nc(C)c(=O)nc12
 : .	.	-4	-10	.	.	4
NCC[C@@H]1CC[C@@H](NS(=O)(=O)Cc2ccccc2)[C@H](CO)O1
 : -6	3	2	-4	11	-1	-8
CCOc1ccc(OCC(=O)Nc2ccc(N3CCCCC3)cc2)cc1
 : .	1	7	2	9	-6	1
CC(=O)CSc1nnc(-c2cnccn2)n1-c1ccccc1
 : .	.	-1	6	.	.	4
COc1ccccc1CNC(=O)C[C@@H]1CC[C@H]2[C@@H](COC[C@@H](O)CN2C(=O)Nc2ccc(Cl)cc2)O1
 : 0	1	-4	26	-4	5	4
CCN(CC)C(=O)c1[nH]cnc1C(=O)N[C@@H](CC(C)C)C(=O)OCc1ccccc1
 : .	1	1	-1	12	.	1
O=C(N[C@H]1CC[C@@H](CCNS(=O)(=O)c2ccc(F)cc2)O[C@H]1CO)C1CC1
 : -2	16	-1	0	6	-2	-11
O=[N+]([O-])c1ccc(Nc2nc(Cl)nc(NCCO)n2)cc1
 : 11	-6	.	.	.	2	11
C[C@H](CO)N1C[C@H](C)[C@H](CN(C)S(=O)(=O)c2cn(C)cn2)Oc2ccc(N(C)C)cc2C1=O
 : 0	-30	7	-2	13	-2	-8
COc1ccc(C(=O)CSc2n[nH]c(=O)n2Cc2ccco2)cc1
 : 2	-9	.	.	-9	-4	-12
COc1cccc(CCC(=O)N2CCC(n3nccc3NC(=O)C3CCOC3)CC2)c1 (configuration not stated)
 : -3	0	1	1	-12	-3	5
CSCC(=O)N1CCc2ccc(NC(=O)c3ccccc3Cl)cc2C1
 : 3	4	3	66*	-44	1	0
C[C@@H]1CN([C@@H](C)CO)S(=O)(=O)c2ccc(C3=CCCCC3)cc2O[C@H]1CN(C)C(=O)C1CC1
 : 4	-2	-18	-1	-7	-1	.
CCCN1C(=O)c2cc(C(=O)NCc3ccc(OC)cc3)ccc2C1O (configuration not stated)
 : -1	4	-6	-4	1	.	5
CC(C)c1nc2cc(Cl)ccc2n(Cc2ccccc2)c1=O
 : -1	15	0	-2	-12	-2	1
CCN1C(=O)/C(=C\c2nc3ccccc3c(=O)n2CC)c2ccccc21
 : 12	-1	.	.	-3	0	.
CCOC(=S)SCC(=O)Nc1nccs1
 : 8	5	.	.	10	4	-7
Cc1cc(C)cc(NC(=O)C2CCCN(S(=O)(=O)c3c(C)noc3C)C2)c1 (configuration not stated)
 : 0	2	-6	-1	-10	0	-11
Cc1ccc(CSCCNC(=O)CN(c2ccccc2)S(C)(=O)=O)cc1
 : 1	-9	9	0	-4	-3	13
COc1cccc(S(=O)(=O)Nc2ccc3c(c2)[C@@H]2C[C@@H](CC(=O)NC4CCCCC4)O[C@H](CO)[C@@H]2O3)c1
 : -2	63	-2	9	-3	-3	-4
COC(=O)[C@@H]1[C@@H](CO)[C@@H]2Cn3c(ccc(-c4ccccc4)c3=O)[C@@H]2N1Cc1ccccc1F
 : 1	-7	4	3	-17	0	.
COc1ccc(C#Cc2ccc3c(c2)O[C@H](CN(C)C(=O)NC2CCCCC2)[C@@H](C)CN([C@H](C)CO)S3(=O)=O)cc1
 : 0	0	.	8	10	?	.
CC(=O)NC(Cc1ccc(C)cc1)C(=O)NC1CCN(c2ncccc2[N+](=O)[O-])CC1 (configuration not stated)
 : 6	4	.	.	1	-2	-4
COCCNC(=O)[C@H]1[C@H](CO)[C@H]2Cn3c(ccc(-c4ccccc4F)c3=O)[C@@H]1N2S(C)(=O)=O
 : 0	-2	-2	-2	2	-18	.
CO[C@H]1CN(C)C(=O)c2ccc(NS(=O)(=O)c3ccccc3C)cc2OC[C@@H](C)N(C)C[C@@H]1C
 : -11	-17	8	0	20	-3	.
CN(C(=O)COC(=O)COc1ccccc1Cc1ccccc1)c1ccccc1
 : 7	-3	-3	-1	-18	-4	-4
COc1ccc(Nc2ncnc3c2c(C)c(C)n3CCO)cc1
 : 1	-5	-13	-10	-39	-2	1
O=C(Nc1ccc(F)cc1)N1CC(=O)N2[C@H](CO)[C@H](c3ccc(-c4ccccc4)cc3)[C@H]2C1
 : .	.	.	.	-1	0	-5
O=C(COC(=O)CSc1ccc([N+](=O)[O-])cc1)NCCc1ccccc1
 : 2	2	-5	-10	-4	14	-3
COC(=O)Nc1sc2c(c1C(=O)NCc1ccco1)CCC2
 : 7	-5	-12	-3	9	0	.
CC(C)C1CC(N(C)C)=CC(=S)N1 (configuration not stated)
 : -2	-3	.	.	7	.	-9
